# Screening results as filed in PubChem.
# IDE cell activ: activators of human insulin-degrading enzyme in cells | P14735 | 0.073% of 340,000 active | AID 493087 | activation, % at 5.96 µM | HEK cells, FAbeta-B cleavage, fluorescence polarization; 0% vehicle, 100% cell-free pure enzyme wells;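 active = activation above the mean of all tested compounds plus 3 SD, set per screening campaign, cut at about 17% in these data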
# DNA FID counter: counter-screen for HCV NS3 helicase inhibitors: DNA intercalator displacement; 0.17% of 290,000 active; AID 1845; DNA fluorescent intercalator displacement, fluorescence; inhibition, % at 7.9 µM; in the data active = inhibition above about 37%;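 note: 0% = vehicle and 100% = reference compound; higher means more ethidium bromide displaced from hairpin DNA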
# NS3 helicase inh: blocks Hepatitis C virus NS3 helicase unwinding; AID 1800; NS3 helicase DNA unwinding, Cy5 molecular beacon fluorescence; inhibition, % at 10.9 µM; 0.56% of 290,000 active;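 active = inhibition above the mean of all tested compounds plus 3 SD, set per campaign, cut at about 35% in these data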;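 note: 0% = DMSO wells and 100% = thioflavine S control wells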
#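 Compound dosing – single dose, 10.9 µM nominal final, DMSO 0.8% final · System – NS3 helicase fragment of HCV · Buffer or medium – MOPS pH 6.5, MgCl2, DTT, Tween20, BSA · Signal – Cy5 beacon fluorescence read at start and 1 h · Also added – annealed dual-labelled DNA beacon duplex, ATP-started · Schedule – 1 h at 25 °C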
# IDE cell inh: cellular human IDE inhibition; P14735; HEK cells, FAbetaB cleavage, fluorescence polarization; inhibition, % at 5.59 µM; 0.41% of 320,000 active;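 active = percent inhibition above the average of all tested compounds plus 3 SD, set per screening campaign, cut at about 16% in these data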;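 note: IDE supplied by intact live HEK cells; FP after avidin binding of uncleaved biotin substrate so inhibition keeps polarization high; 0% = DMSO wells and 100% = 60 µM reference IDE inhibitor Ii1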
# M18AAP inhibitor: blocks P. falciparum M18 aspartyl aminopeptidase. recombinant PfM18AAP, H-Glu-NHMec fluorogenic cleavage. inhibition, % at 7.35 µM. 1.2% of 290,000 active. AID 1822;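 active = inhibition above the campaign mean inhibition over all tested compounds plus 3 SD, cut at about 28% in these data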;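 note: 0% = plate median of test compound wells and 100% = 2 mM ZnCl2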
# pCIP destab: lowers stability of the mouse p/CIP coactivator protein. F442A p/CIP-EGFP cells, EGFP fluorescence, 16 h. decrease of EGFP signal, % at 10 µM. 0.01% of 290,000 active. AID 1984;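 active = EGFP signal decrease of at least 30% at 10 µM or well 3 SD below plate mean, unless failing retest; inactive = the rest, including hits failing retest or dose response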; note: some compounds called inactive have numbers as strong as hits; many of its hits are not listed in these tables
# UBC9 SUMO inh: inhibitors of human SUMOylation (UBC9); HTRF SUMOylation assay, SAE1/SAE2 + UBC9, in vitro; inhibition, % at 35 µM; 0.36% of 290,000 active; AID 2006; in the data active = inhibition above about 50%, passing the limit was not always enough; inconclusive = no clear call, values can overlap the other calls; note: strong numbers were not always called active
# Target sequence (P63279 whole entry, looked up): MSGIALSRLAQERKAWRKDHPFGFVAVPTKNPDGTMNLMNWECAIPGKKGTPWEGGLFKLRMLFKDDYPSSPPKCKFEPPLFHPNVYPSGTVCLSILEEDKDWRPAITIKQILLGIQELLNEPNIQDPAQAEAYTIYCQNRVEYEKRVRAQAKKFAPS
# VIM-2 inhibitor: blocks Pseudomonas aeruginosa VIM-2 metallo-beta-lactamase; purified VIM-2, nitrocefin hydrolysis, epi-absorbance fluorescence; inhibition, % at 5.6 µM; 0.89% of 290,000 active; AID 1527;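 active = inhibition above the mean of all tested compounds plus 3 SD, cutoff set per screening run, cut at about 7.5% in these data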;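 note: red hydrolysis product quenches plate fluorescence so inhibitors raise well fluorescence; 0% = enzyme with DMSO and 100% = DMSO without enzyme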
# IMP-1 inh: inhibitors of Pseudomonas aeruginosa IMP-1 metallo-beta-lactamase; purified IMP-1, nitrocefin hydrolysis, epi-absorbance fluorescence; inhibition, % at 5.6 µM; 0.45% of 290,000 active; AID 1556;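 active = inhibition above the mean plus 3 SD of all compounds in the same screening run, cut at about 4.5% in these data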;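 note: 0% = IMP-1 with DMSO and 100% = DMSO wells lacking enzyme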
#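 System: Purified IMP-1 | Read-out basis: Percent enzyme inhibition | Controls: IMP-1 with DMSO as 0%, enzyme-free DMSO as 100% | Replicates: One well per compound | Doses: 5.6 µM nominal single concentration | Detection: Epi-absorbance fluorescence, 480 nm excitation, 530 nm emission | Incubation: 25 °C, 15 min preincubation, 25 min reaction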
# An asterisk follows results filed as active; ? = inconclusive; . = not tested or not shown.
mol,IDE cell inh,IMP-1 inh,M18AAP inhibitor,NS3 helicase inh,VIM-2 inhibitor,UBC9 SUMO inh,DNA FID counter,pCIP destab,IDE cell activ
COc1ccc(C(=O)N/N=C2/SCC(=O)N2Cc2ccc3c(c2)OCO3)cc1OC,-3,1.3,4,-3,1.7,0,-19,1,8
Cc1onc(-c2ccccc2Cl)c1C(=O)NC(=S)Nc1ccc(C(C)C)cc1,5,-0.9,-13,8,0.4,0,-23,-11,-3
O=C(Nc1ccccc1)C(c1ccccc1)c1ccccc1,-4,0.0,2,-4,-2.8,-11,-3,-8,2
CC(NC(=O)C(=O)NCCC1=CCCCC1)c1ccccc1 (stereo not given),-4,-2.9,3,-5,-3.1,18,-6,-7,2
COc1cccc(C(=O)N2CCN=C2SC)c1,-4,-2.1,-1,-3,0.3,8,8,6,6
CC1(c2ccccc2Cl)NC(=O)N(CC(=O)NCc2ccc3c(c2)OCO3)C1=O (stereo not given),2,0.2,-6,1,0.5,6,-10,10,3
O=C(O)c1ccc(Cl)c(NC(=O)C2CCCN2S(=O)(=O)c2cccc3nsnc23)c1 (stereo not given),-4,-2.4,0,5,-1.1,11,-21,4,7
COc1ccccc1C(CCNCc1ccc(N(C)C)cc1)c1ccc(OC(C)C)cc1 (stereo not given),-4,-3.2,0,-65,-3.0,-23,23,-7,5
CCSC1=C(C#N)C(c2ccccc2C)CC(=O)N1 (stereo not given),4,-2.6,-1,-4,-1.4,23,-2,-6,-1
Cc1cccc(C)c1NC(=O)C(c1cccs1)N(Cc1ccco1)C(=O)Cn1nnc2ccccc21 (stereo not given),1,-1.2,-16,1,-2.3,1,-11,-13,5
O=S(=O)(Nc1ccc2nc(-c3ccco3)[nH]c2c1)c1ccccc1,12,-1.4,-6,-6,-2.5,36,-9,-13,-1
Cc1ccc2oc(C(F)(F)C(F)F)cc(=O)c2c1,9,-2.8,-1,-10,-2.3,4,2,-11,-3
O=C(C1=C[C@@H](c2ccc(C(F)(F)F)cc2)C[C@@H](OCc2ccc(CO)cc2)O1)N1CCN(Cc2ccccc2)CC1,0,-1.8,2,7,-2.9,-11,-23,-10,0
Cc1onc(-c2c(Cl)cccc2Cl)c1NC(=O)NN(C)C,0,-0.9,1,6,0.9,0,-7,-15,3
CC(C)C(=O)N(Cc1cc2ccccc2[nH]c1=O)C(C)(C)C,-1,-3.5,1,-4,-2.1,34,-10,-8,2
Cc1csc(NC(=O)CSc2ncnc3c2cnn3-c2ccccc2Cl)n1,3,-5.1,-5,-10,-3.2,-7,-16,-1,3
Cn1c(=O)[nH]c(=O)c2c1nc(CN1CCOCC1)n2CCCc1ccccc1,7,-0.3,9,-16,0.3,0,-14,-8,4
COCCn1c(SCC(=O)Nc2nnc(C)s2)nnc1-c1cc2ccccc2cc1O,-4,-2.5,1,-4,-2.2,-5,-29,-2,6
Cc1cc(C)cc(NC(=O)Nn2cnnc2)c1,.,-2.5,54*,3,-2.8,11,-1,7,0
COC(=O)c1ccccc1N1CCS(=O)(=O)CC1,2,-2.5,4,-2,-2.9,6,-4,4,1
CC(Sc1nc2c(c(=O)[nH]1)CCCC2)C(=O)Nc1ccc(S(N)(=O)=O)cc1 (stereo not given),4,-2.4,3,9,-1.9,-1,-14,5,8
O=C(O)CCC(=O)Nc1ccc(N2CCCCCC2)cc1,0,-2.1,44*,19,-1.4,-16,-9,-8,3
O=C1COc2ccc(C(=O)CSc3nnc(NCc4ccccc4)s3)cc2N1,-6,-3.4,2,-19,-3.4,8,-22,0,3
O=C(O)CCc1nc2cc3ccccc3cc2[nH]1,-2,-2.8,1,-5,0.2,8,11,-11,6
COCCn1c(=S)[nH]c2cc(C(=O)NC(C)C)ccc2c1=O,-4,-2.7,-6,8,1.2,-8,0,-14,3
CC(C)c1ccccc1OCCNC(=O)c1cccnc1,1,-3.3,6,0,-2.5,14,-5,-17,2
CC(O)[C@H]1CN=C(N)N1CCCCC1CCCCC1 (stereo not given in full),-2,.,.,.,.,14,.,-2,8
O=C(OCC(=O)c1ccc[nH]1)c1ccc2ccccc2n1,4,-2.9,5,9,-2.8,24,-6,2,2
CN(c1ccccc1)S(=O)(=O)c1ccc(Cl)c(C(=O)NCCc2c[nH]c3ccccc23)c1,4,-2.5,10,20,1.3,-10,-29,-1,-3
COC(=O)c1ccccc1NC(=O)C1CCN(S(=O)(=O)c2cc(C)ccc2OC)CC1,-4,1.1,5,-10,-0.6,4,-30,-4,6
CCCC(C(=O)NCC1CCCO1)N(Cc1ccccc1)C(=O)CNS(=O)(=O)c1ccccc1 (stereo not given),-2,-1.8,4,3,-1.6,11,-36,-20,-3
CCOc1ccc(CC(=O)Nc2c3c(nn2C(C)(C)C)CS(=O)(=O)C3)cc1,4,-1.6,13,6,-1.8,11,-14,-4,0
CCCn1c(SCc2nc(-c3cccs3)no2)nnc1-c1ccncc1,-1,-0.4,-10,-8,2.3,-4,-20,0,4
O=C(O)[C@H](Cc1ccccc1)NC(=O)N1CCCCCC1,1,-3.0,-1,5,-4.1,6,-3,-6,-4
CCC(=O)Nc1c(S(=O)(=O)c2ccccc2)c2nc3ccccc3nc2n1C(C)c1ccccc1 (stereo not given),0,-2.2,5,-2,-2.4,6,-23,0,4
CC(=O)Nc1nc(=O)c2ccccc2s1,-2,-1.9,30*,9,6.2,-12,6,2,-1
CCCNC(=O)Nc1ccc2c(c1)nc(C)n2C,3,-4.9,-10,0,-0.3,6,4,-5,7
O=C(CCc1ccccc1)NC(=S)Nc1cccc(Br)c1,-3,-2.8,3,-7,-1.3,-20,-8,-4,3
CC(C)CC1NC(=O)N(CC(=O)N2CCN(S(=O)(=O)c3ccccc3)CC2)C1=O (stereo not given),6,-0.3,-10,0,-0.4,24,0,-8,3
CCCc1[nH]nc2c1C(c1cccnc1)C(C#N)=C(N)O2 (stereo not given),6,-3.4,2,-1,1.1,24,1,-2,2
Cc1ccc(OCC(=O)Nc2ccc(O)c(-c3nc4ccccc4o3)c2)cc1,-1,0.4,-3,10,0.3,?,1,-16,4
O=C(CNC(=O)OCc1ccccc1)NC1CCCCCC1,-1,-1.7,-14,1,-0.4,18,-17,-16,6
CC(C)Cn1c(-c2ccc(Cl)cc2)cnc1SCC(=O)N1CCOCC1,2,-0.1,3,-8,1.4,-1,-36,2,-2
CC(C)CCN1NC2(CCCC(C)C2)NC1=S (stereo not given),0,-3.4,4,14,-3.0,-1,1,-6,.
c1ccc(CC2CCN(c3ncnc4sccc34)CC2)cc1,.,-2.8,-1,2,-3.0,-2,-17,9,0
Cc1cc(=O)[nH]c2c(C)cc(S(=O)(=O)Nc3ccc(O)cc3)cc12,3,0.4,-4,1,0.3,1,-1,10,5
CC1Cc2ccccc2N1C(=S)NC(=O)c1ccc(Cl)cc1Cl (stereo not given),-1,-1.8,0,15,-1.9,8,-6,9,4
CS(=O)(=O)N1CCC(C(=O)Nc2cc(Cl)c(Cl)cc2Cl)CC1,3,-0.1,4,-1,0.3,2,-7,-3,4
Nc1nc(C2CC2)c(Sc2sc(N)nc2C2CC2)s1,0,-2.2,-2,-22,0.2,-4,-8,-12,1
CCOC(=O)c1ccc(NC(=O)C2(c3ccc(OC)cc3)CCCC2)cc1,4,-2.5,-1,-10,-1.0,-19,-23,-12,7

# 3 compounds already listed, sorted by the value under UBC9 SUMO inh, high to low:
mol	UBC9 SUMO inh
CC(O)[C@H]1CN=C(N)N1CCCCC1CCCCC1 (stereo not given in full)	14
CC1Cc2ccccc2N1C(=S)NC(=O)c1ccc(Cl)cc1Cl (stereo not given)	8
CCOC(=O)c1ccc(NC(=O)C2(c3ccc(OC)cc3)CCCC2)cc1	-19

# Later entries:
mol,IDE cell inh,IMP-1 inh,M18AAP inhibitor,NS3 helicase inh,VIM-2 inhibitor,UBC9 SUMO inh,DNA FID counter,pCIP destab,IDE cell activ
CCC(Oc1ccccc1)C(=O)N1CCN(CC)CC1 (stereo not given),7,-3.0,5,-6,-2.9,10,1,4,-3
COc1ccc(C2CC(C(F)(F)F)n3ncc(C(=O)O)c3N2)cc1OC (stereo not given),1,-2.2,0,-2,-2.9,-6,-4,-5,1
CC(C)c1ccc(OCCCCCN2CCOCC2)cc1,3,-2.6,0,-33,-1.8,13,6,-9,-7
Cc1ccc(-n2c(=S)[nH]c3nc4c(cc3c2=O)COC(C)(C)C4)cc1,-5,-4.2,-3,-9,-2.3,-2,-1,-2,0
Cc1c(N2C(=O)c3cccc4cccc(c34)C2=O)c(=O)n(-c2ccccc2)n1C,1,-3.0,-1,-4,-1.8,12,-7,-12,3
C/C(CC(=O)Nc1ccc(Cl)cc1Cl)=N\NC(N)=S,2,-1.1,2,0,-1.7,-14,-7,-7,-4
COc1cccc(/C(C)=N/NC(=O)c2cc(-c3cccnc3)nc3ccccc23)c1,5,-0.4,-13,3,-3.4,-9,-10,-4,0
COc1ccc(Cn2nnnc2C(c2ccccn2)N2CCN(c3cc(Cl)ccc3C)CC2)cc1 (stereo not given),4,-1.8,-4,-1,-2.5,8,-1,-8,2
Cc1nn2cc(-c3ccccc3)nc2[nH]c1=O,1,-1.3,-6,-3,-1.3,68*,-6,-4,6
Cc1ccc(N2CCN(C(=O)Nc3cccc([N+](=O)[O-])c3)CC2C)cc1 (stereo not given),12,-2.1,7,-2,-3.6,3,-15,-12,-5
CCCN1CCN(C(=O)Cn2nc(C)n3c(cc4sccc43)c2=O)CC1,-2,-2.3,2,9,18*,12,-4,-5,1
C=CCCC1(C)C(=O)N(c2ccccc2)c2ccccc21 (stereo not given),6,-1.1,-3,0,-0.3,14,-16,3,10
N#Cc1nc(-c2ccc(OCc3ccccc3)cc2)oc1NCCN1CCOCC1,7,-5.1,-5,-18,-2.9,12,-1,6,.
Cc1ccc(S(=O)(=O)n2ccnc2)cc1C,2,.,.,.,.,18,.,-4,4
Cc1ccccc1NC(=O)Cn1c(=O)n(-c2ccc(CC(=O)NCC3CCCO3)cc2)c(=O)c2ccccc21 (stereo not given),3,-4.0,6,10,-2.8,11,-18,0,1
S=C(NCCOCCOCCNC(=S)Nc1ccccc1)Nc1ccccc1,4,-4.0,28*,11,-3.6,2,-12,6,3
Cc1cc(C)n(-c2nc3ccccc3n3cnnc23)n1,1,0.2,1,0,1.3,7,-1,0,7
OCCC1CN(CC2CCCCC2)CCN1CC1CCCCC1 (stereo not given),3,-4.1,-4,6,-1.7,7,-5,2,2
Cc1ccc(NC(=O)C2COc3ccccc3O2)c(C)c1 (stereo not given),0,-1.5,-5,3,-1.1,-16,-9,2,4
Cc1nc(N/N=C/c2cccc(F)c2)cc(N2CCOCC2)n1,2,-3.1,3,-7,0.5,9,-14,-19,-1
